# AID inhibitor – blocks human AID cytidine deaminase activity; Q9GZX7; AID deamination FRET fluorescence, UDG-coupled, 4 h; Potency, µM (doses to about 115 µM), for inactives: at the top dose activity change, negative = inhibition, most hits filed as inhibitors; 91,000 compounds, 0.32% hits; AID 1347428; further: nearly all actives have a fitted effect of over 25% in size
# Target sequence (Q9GZX7 whole entry, looked up): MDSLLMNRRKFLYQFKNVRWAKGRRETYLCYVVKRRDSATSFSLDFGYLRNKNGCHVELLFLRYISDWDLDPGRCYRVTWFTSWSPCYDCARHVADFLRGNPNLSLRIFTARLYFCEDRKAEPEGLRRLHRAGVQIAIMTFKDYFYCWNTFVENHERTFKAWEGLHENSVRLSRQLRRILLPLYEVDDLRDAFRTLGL
# UDG counter – counter-screen for AID inhibitors: uracil-DNA glycosylase inhibition | Potency, µM (series often up to 115 µM), for the others: at the top dose activity change, negative = inhibition, usual class: inhibitors | AID 1347430 | FRET deamination/UDG coupled assay, UDG read, 4 h | 91,000 compounds, 0.14% hits; further: nearly all actives have a fitted effect of over 65% in size
# The depositor's hits bear a star; ? = inconclusive; & = joins results of further samples; [ ] = another dose, or the depositor's remark. The call rests on the fitted dose curve; in most records, active means well fitted curve in the direction sought with a large enough effect; inconclusive means small, poorly fitted or top-dose-only effect, or another doubt; inactive means no such curve, though single readings can be large; an effect the other way counts as inactive or inconclusive. On the % scale 0 is the no-effect control and ±100 the full control effect; potency means the concentration at half of the fitted maximal effect. Not all compounds are listed; rates above refer to the full screens.
# The first 7 records, to show the layout:
Molecule | AID inhibitor | UDG counter
COC(=O)c1c(C)[nH]c(C(=O)C(C)OC(=O)c2ccc(F)cc2F)c1C (configuration not stated) | 4% | 2%
CCN(CC)S(=O)(=O)c1ccc(N2CCCCS2(=O)=O)cc1 | -2% | 3%
CCN(Cc1ccc(C(=O)NC)cc1)Cc1ccco1 | 2% | 2%
CCOC(=O)c1c(C)[nH]c(C)c1S(=O)(=O)N1CCC(C(=O)NCc2cccc(C)c2)CC1 | 8% | -25%
Cc1cc2ccccc2n1CC(=O)NC1CCCCC1 | -4% | -3%
CC(C)c1nc(NCCO)c(C#N)c2c1CCCC2 | -3% | 7%
CC(=O)NC(NC(C)=O)c1ccccn1 | -4% | 4%

# All compounds of this part, repeating the preview:
Molecule | AID inhibitor | UDG counter
COC(=O)c1c(C)[nH]c(C(=O)C(C)OC(=O)c2ccc(F)cc2F)c1C (configuration not stated) | 4% | 2%
CCN(CC)S(=O)(=O)c1ccc(N2CCCCS2(=O)=O)cc1 | -2% | 3%
CCN(Cc1ccc(C(=O)NC)cc1)Cc1ccco1 | 2% | 2%
CCOC(=O)c1c(C)[nH]c(C)c1S(=O)(=O)N1CCC(C(=O)NCc2cccc(C)c2)CC1 | 8% | -25%
Cc1cc2ccccc2n1CC(=O)NC1CCCCC1 | -4% | -3%
CC(C)c1nc(NCCO)c(C#N)c2c1CCCC2 | -3% | 7%
CC(=O)NC(NC(C)=O)c1ccccn1 | -4% | 4%
COc1cccc(Cn2cnc3c2c(=O)n(C)c(=O)n3C)c1 | -13%&2% | -4%&-1%
Cc1ccc(C)c(CN2CCC(CNC(=O)c3cc4ccc5cccnc5c4[nH]3)CC2)c1 | 3% | 3%
CCC(C)NC(=O)C1CCN(S(=O)(=O)c2ccc3c(c2)CCCN3C(C)=O)CC1 (configuration not stated) | 20% | 6%
CCOC(=O)c1c(S(=O)(=O)N2CCC(C(=O)N3CCN(c4cc(C)ccc4C)CC3)CC2)c(C)n(C)c1C | -23% | -17%
Cc1ccc(OCCCn2c(-c3ccc(Cl)cc3)nc3ccccc3c2=O)cc1C | 11% | -2%
CCC(NC(=O)C1CC1)c1ccccc1 (configuration not stated) | 3% | 4%
O=C(Cn1cnc(S(=O)(=O)N2CCCC2)c1)Nc1ccc(OC(F)(F)F)cc1 | 3% | 24%
N#CCCSc1sc(=S)sc1SCc1c(F)c(F)c(F)c(F)c1F | 8% | 1%
Cc1ccc(-c2nc3ccccc3s2)cc1NC(=O)C(C)C | 5% | 3%
O=C(CCC1CCCO1)NCC1CCCO1 (configuration not stated) | 9% | -3%
CCc1nnc2n1N(C(C)=O)C(c1ccc(C(C)(C)C)cc1)=C(C(C)=O)S2 | 123%[activator] | -5%
Cc1ccc(NC(=O)CSc2nnc3nc(C)cc(C)n23)cc1 | -7% | 1%
CCOC(=O)CNc1ncnc2c1nnn2C | -4% | -8%
COc1cccc2c1OC1(CCN(C(C)=O)CC1)N1N=C(c3ccc(OC(F)F)cc3)CC21 (configuration not stated) | -12% | -15%
CCc1ccccc1NC(=O)CSc1nc2c(c(=O)[nH]1)CN(Cc1ccccc1OC)CC2 | 3% | -5%
O=C(N/N=C/c1cccs1)c1ccccc1 | 2% | -1%
Cc1cc(C(=O)N/N=C/c2cccs2)cs1 | 0% | -7%
O=C(Nc1ccc(Cl)cc1)c1cc(S(=O)(=O)N2CCCc3ccccc32)ccc1F | -14% | -11%
O=C(O)CC(NCc1ccccc1)c1ccccc1 (configuration not stated) | 4% | 1%
CC(=O)N1CCOc2cc(S(=O)(=O)N(C)Cc3ccccc3)c(Cl)cc21 | ? | -12%
CCn1c(=O)c2cc(C(=O)NCc3ccc(F)cc3Cl)sc2c2ccccc21 | 10% | -6%
Cc1ccc(NC(=O)Cn2cc(S(=O)(=O)Cc3ccc(F)cc3)c3ccccc32)cc1Cl | 47%[activator] | 49%[activator]
COC(=O)c1ccc(NC(=O)c2cnn(-c3ccc(Cl)cc3)c2C2CCN(C(=O)OC(C)(C)C)CC2)cc1 | 6% | 35%[activator]
COc1ccc(Cl)cc1C(=O)Nc1ccc(-n2cnnn2)cc1 | -15% | -9%
CSc1ccccc1C(=O)Nc1ccc2ccccc2c1 | -11% | 4%
O=S(=O)(Oc1ccc2ccccc2c1)c1cccc2nsnc12 | -13% | -6%
Cc1c(CCNS(=O)(=O)c2ccccc2)sc2nc(-c3ccc(Cl)cc3)nn12 | 7% | -3%
COC(=O)c1sc(NC(=O)[C@@H](NC(=O)c2ccccc2F)C(C)C)nc1C | -8% | -7%
O=S(=O)(c1ccc(Sc2nnnn2C2CCCC2)nc1)N1CCOCC1 | -6% | 0%
N#Cc1cccnc1NCCc1cccc2cccnc12 | -1% | 2%
CCCc1cc(=O)[nH]c(Nc2cc(Cl)cc(Cl)c2)n1 | 19% | -10%
COc1ccc(C2CC(=O)N(CC(=O)Nc3ccc(C(F)(F)F)cc3)c3ccccc3S2)cc1 (configuration not stated) | 15% | 11%
Cc1ccc(N/N=C/c2ccc(Cl)c(Cl)c2)cc1 | -12% | -17%
COCCn1c2c(c(=O)[nH]c1=O)C(c1cccc3ccccc13)C1=C(N2)c2ccccc2C1=O (configuration not stated) | -18% | 1%
COc1ccc(Cn2c(C(=O)O)c(CNCc3ccccc3F)c3ccc(OC)cc32)cc1 | -18% | -1%
Cc1ccc(C(=O)COC(=O)c2ccc(C(=O)c3ccccc3)cc2)c(C)c1 | 2% | -5%
O=C(Nc1cc(F)ccc1F)C1COc2ccccc2C1 (configuration not stated) | 4% | -7%
CCOc1ccc(CCNC(=O)CSc2cc(=O)n(C)c3cc(Cl)ccc23)cc1OCC | 8% | 16%
O=C(Nc1cccc(CN2CCOC2=O)c1)N1CCN(c2ccccc2)CC1 | -10% | -5%
COC(=O)c1scc(-c2ccc(C)cc2)c1S(=O)(=O)Nc1ccc(NC(C)=O)cc1 | 35%[activator] | -24%
O=C(NCc1ccccc1Cl)C1CCN(S(=O)(=O)c2ccc3c(c2)CCCN3C(=O)C2CCC2)CC1 | -7% | -12%
COC(=O)C(C)Sc1nc2c([nH]c3ccccc32)c(=O)n1-c1ccc(OC)cc1 (configuration not stated) | ? | -9%
O=C(CSc1nc2ccccc2s1)NC1CCSc2ccc(F)cc21 (configuration not stated) | 33%[activator] | -1%

# (further entries)
Molecule | AID inhibitor | UDG counter
COc1ccc(CNC(=O)NOCc2ccccc2)cc1 | 0% | -2%
Cc1nc2cc(NC(=O)c3cccc(S(=O)(=O)Nc4ccc(SC(F)F)cc4)c3)ccc2o1 | -2% | -2%
CCOc1ccc2c(c1)cc(C(=O)Nc1cccc(F)c1)n2C | 2% | 1%
Cc1ccc2c(c1)-c1nc(-c3ccc4c(c3)NC(=O)CO4)cc(-c3ccc(Cl)cc3)c1CO2 | 20% | 6%
CO/N=C(\C)c1ccc(OCc2ccccc2)cc1 | 5% | 9%
N#Cc1ccccc1CSc1nnc(-c2ccc(Br)cc2)o1 | 22% | 12%
COc1ccc(NC(=O)c2oc3ccccc3c2NC(=O)COc2ccc(C(C)C)cc2)c(OC)c1 | 3% | -1%
CCc1cccc(NS(=O)(=O)c2cc(/C=C\c3onc(C)c3NC(C)=O)ccc2C)c1 | -11% | 17%
C=C1C(C(=O)Nc2cccc(SC)c2)C1C(=O)Nc1cccc(SC)c1 (configuration not stated) | 0% | 1%
CCOc1ccc(C2C(C(N)=O)=C(C)Nc3nc(SCc4ccccc4F)nn32)cc1 (configuration not stated) | -6% | 0%
COC(=O)c1cccc(COC(=O)c2ccc3c(c2)OCCCO3)c1 | -2% | -2%
COc1ccc(CNC(=O)CN(c2ccc(C)cc2)S(=O)(=O)c2c(C)n[nH]c2C)cc1 | -24% | -10%
CCC(CC)C(=O)Nc1cccc(F)c1 | 12% | -4%
CC(C)Oc1ccc(Br)cc1/C=C(\C#N)c1nc2ccccc2[nH]1 | 3% | -7%
COc1cccc(C2c3c(oc4ccc(C)cc4c3=O)C(=O)N2CCCN2CCOCC2)c1OC (configuration not stated) | -3% | 1%
CCCN1CCCc2cc(CN(CCCN3CCOCC3)C(=O)Nc3ccc(OCC)cc3)ccc21 | 14% | -18%[57.5 µM]
CC(C)(O)C#Cc1ccccc1C(=O)NC(CC(=O)O)c1ccccc1 (configuration not stated) | -3% | -6%
Cc1oc(-c2ccc(C(=O)NCc3ccc(F)cc3)cc2)nc1CS(=O)c1ccccc1 (configuration not stated) | -13% | 5%
CCOc1ccc(OCC)c(N)c1 | 14% | -5%
CN1CCN(C(=O)c2cnn(-c3cccc(F)c3)c2C2CCN(C(=O)OC(C)(C)C)CC2)CC1 | 7% | 9%
C[N+]1(Cc2cccc(F)c2)CCN(/C=C/C(=O)C(F)(F)F)CC1 | 5% | 6%
N#Cc1nc(COc2ccc3c(c2)OCO3)oc1N1CCCC1 | -11% | -4%
N#Cc1ccc(-n2cccc2C=O)cc1 | -4% | -12%
COc1ccc(C(=O)CC2(O)C(=O)Nc3c(C)cccc32)c(OC)c1OC (configuration not stated) | 13% | 1%
CC(NC(=O)c1cc(-c2ccccn2)nc2ccccc12)c1ccccc1 (configuration not stated) | -17% | -9%
CCN(Cc1ccccc1)C(=O)CNC(=O)Cc1c[nH]c2ccccc12 | -1% | -3%
O=C(O)CC(NC(=O)Cc1cccc(F)c1)c1ccc(F)cc1 (configuration not stated) | -3% | -3%
Cc1cccc(NC(=O)c2ccc(C(=O)Nc3cccc(C)c3C)cc2)c1C | 8% | ?
COc1ccc(C(=O)Oc2ccccc2C(C)C)cc1Br | -18% | -13%
CCOC(=O)c1ccc(NC(=O)CN(Cc2ccc(C)cc2)S(=O)(=O)c2ccc(C)cc2)cc1 | -28% | ?
N#Cc1c(N2CCN(CC(=O)Nc3ccc(Cl)cc3)CC2)nc(-c2ccco2)c2c1CCC2 | -5% | -4%
Cc1cc(C)c2c(c1C)OC/C2=N/O | 11% | 10%
O=C(CSc1nc2c([nH]c3ccccc32)c(=O)n1-c1ccccc1)Nc1ccc(Cl)c(Cl)c1 | 3% | -6%[57.5 µM]
Cc1ccc(-n2cc(C(=O)OCc3ccc(Cl)cc3)c3ccccc3c2=O)cc1 | 4% | -18%
COc1cc(/C=C(/C#N)c2nc3ccccc3[nH]2)cc(OC)c1 | 17% | -4%
CCN(Cc1ccccc1)S(=O)(=O)c1ccc(F)c(C(=O)Nc2ccc(C(C)C)cc2)c1 | 5% | 2%
CC(C)(C)OC(=O)COC(=O)c1ccc(CCNS(C)(=O)=O)cc1 | -7% | -8%
Cc1ccc(CN2CCN(C3CCN(C(=O)c4ccccc4)CC3)C(=O)C2=O)cc1 | -3% | 6%
Cn1nc(C(=O)Nc2ccc(C(C)(C)C)cc2)c2ccccc2c1=O | -23% | -12%
COc1cc(NC(=O)C(Cc2ccccc2)NS(=O)(=O)c2cccc3nsnc23)cc(OC)c1 (configuration not stated) | -24% | 2%

# Taken from above.
# Value for CCN(Cc1ccccc1)S(=O)(=O)c1ccc(F)c(C(=O)Nc2ccc(C(C)C)cc2)c1 in UDG counter: 2%
# Value for Cc1ccc(-n2cc(C(=O)OCc3ccc(Cl)cc3)c3ccccc3c2=O)cc1 in AID inhibitor: 4%

# More entries follow:
Molecule | AID inhibitor | UDG counter
O=C(CSc1nc(-c2ccc(F)cc2)cs1)NC1CCCCC1 | -10% | -7%
CN1CCN(c2ccc(NC(=O)c3ccc(F)cc3Cl)nc2)CC1 | 0% | 3%
CC(C)CCNc1nc2c(S(=O)(=O)c3ccc(Br)cc3)nnn2c2ccsc12 | 8% | 4%
NC(=O)CN1CCN(c2ccnc3c(F)ccc(F)c23)CC1 | -3% | 1%
N#Cc1nc(-c2ccc(COc3ccc(Cl)cc3)o2)oc1N1CCN(c2ccccc2)CC1 | -18% | -11%
CCOc1ccccc1NS(=O)(=O)c1ccc2[nH]c3c(c2c1)CCCCC3 | -8% | 14%
CCN1CCN(CCCNC(=O)Cn2c(-c3cccs3)cc3cc(F)ccc32)CC1 | 30% | 2%
COCCn1c(SCc2cccc(Br)c2)nnc1-c1ccccc1 | -9% | 2%
CCN1CCSc2ccc(C(=O)NCc3ccc(OC)cc3)cc21 | 15% | -3%
C/C(=N/Nc1ccccc1)C1(C)N(O)C(C)(C)C(c2ccc(C)cc2)=[N+]1[O-] (configuration not stated) | -6% | -1%
Cc1ccc(-c2cnc(CCC(=O)N(C)Cc3ccco3)o2)cc1C | -9% | -9%
Cc1ccc(NC(=O)CN(C)S(=O)(=O)c2ccc3c(c2)n(C)c(=O)c(=O)n3C)cc1C | ? | 0%
COCc1cccc(C(=O)NCCC(c2ccccc2)c2ccccc2)c1 | -11% | -4%
COc1cc(NS(=O)(=O)c2ccc(-c3cc(C)no3)cc2)cc(OC)c1 | 8% | -4%
O=C(Nc1cccc(Br)c1)Nc1nc2c(s1)CCCCCC2 | 6% | ?
COc1ccc(OCC(=O)NC2CC(=O)N(c3ccc4c(c3)OCCO4)C2)cc1 (configuration not stated) | -16% | -5%
COc1ccccc1NC(=O)COC(=O)CCS(=O)(=O)c1ccc(C)c(C)c1 | -16% | 5%
N#Cc1ccccc1NC(=O)c1cc2c(=O)n3ccccc3nc2s1 | 28% | 0%
CC1CCN(S(=O)(=O)c2ccc3nc(-c4cccnc4)cc(C(=O)NCCCOC(C)C)c3c2)CC1 | 13% | 6%[57.5 µM]
Cc1cccc(-c2noc(-c3ccc(N4CCN(C)CC4)c([N+](=O)[O-])c3)n2)c1 | ? | ?
Cc1ccc(Nc2cc(C)nc3c(-c4ccccc4)cnn23)cc1 | -15% | -14%
O=C(Nc1cccc2cccnc12)c1cccc2ccccc12 | 3% | 4%
